Pol eta inh – blocks human DNA polymerase eta activity | hit rate 1.2% among 390,000 | Potency, µM (highest dose often 114 µM), without a hit: top-dose activity change, negative = inhibition, usual class: inhibitors | recombinant Pol eta, fluorescent DNA replication assay | Q9Y253 | AID 588591; further: potency means the concentration at half of the fitted maximal effect; on the % scale 0 is the no-effect control and ±100 the full control effect
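Fluorescent replication assay: 50 nM final substrate added after a 15 min room-temperature compound preincubation with 10 nM enzyme. Signal taken at 0 min and again at 10 min.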
APEX1 inh – inhibitors of human APE1 endonuclease | Potency, µM (doses to about 65.8 µM), for the others: at the highest dose activity change, negative = inhibition, hits mostly inhibitors | hit rate 0.35% among 350,000 | P27695 | recombinant APE1, TAMRA/BHQ-2 abasic DNA cleavage fluorescence | AID 2517;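 further: potency means the concentration at half of the fitted maximal effect; plate controls were vehicle for no effect and reference inhibitor for full effect; nearly all actives have a fitted effect of over 55% in size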
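Substrate: short duplex with […] THF abasic site, 5'-TAMRA and 3'-BHQ-2, 50 nM final. APE1 at 0.75 nM, preincubated 15 min RT with compound. Fluorescence increase from first to third read measured activity.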
POLK inh – blocks human DNA polymerase kappa activity. Q9UBT6. hit rate 0.53% among 400,000. Potency, µM (doses to about 107 µM), without a hit: at the highest dose activity, negative = inhibition, actives largely listed as inhibitors. purified Pol kappa, fluorescent DNA synthesis assay, 10 min; further: potency means the concentration at half of the fitted maximal effect; on the % scale 0 is the no-effect control and ±100 the full control effect
Target sequence (Q9UBT6 whole entry, looked up): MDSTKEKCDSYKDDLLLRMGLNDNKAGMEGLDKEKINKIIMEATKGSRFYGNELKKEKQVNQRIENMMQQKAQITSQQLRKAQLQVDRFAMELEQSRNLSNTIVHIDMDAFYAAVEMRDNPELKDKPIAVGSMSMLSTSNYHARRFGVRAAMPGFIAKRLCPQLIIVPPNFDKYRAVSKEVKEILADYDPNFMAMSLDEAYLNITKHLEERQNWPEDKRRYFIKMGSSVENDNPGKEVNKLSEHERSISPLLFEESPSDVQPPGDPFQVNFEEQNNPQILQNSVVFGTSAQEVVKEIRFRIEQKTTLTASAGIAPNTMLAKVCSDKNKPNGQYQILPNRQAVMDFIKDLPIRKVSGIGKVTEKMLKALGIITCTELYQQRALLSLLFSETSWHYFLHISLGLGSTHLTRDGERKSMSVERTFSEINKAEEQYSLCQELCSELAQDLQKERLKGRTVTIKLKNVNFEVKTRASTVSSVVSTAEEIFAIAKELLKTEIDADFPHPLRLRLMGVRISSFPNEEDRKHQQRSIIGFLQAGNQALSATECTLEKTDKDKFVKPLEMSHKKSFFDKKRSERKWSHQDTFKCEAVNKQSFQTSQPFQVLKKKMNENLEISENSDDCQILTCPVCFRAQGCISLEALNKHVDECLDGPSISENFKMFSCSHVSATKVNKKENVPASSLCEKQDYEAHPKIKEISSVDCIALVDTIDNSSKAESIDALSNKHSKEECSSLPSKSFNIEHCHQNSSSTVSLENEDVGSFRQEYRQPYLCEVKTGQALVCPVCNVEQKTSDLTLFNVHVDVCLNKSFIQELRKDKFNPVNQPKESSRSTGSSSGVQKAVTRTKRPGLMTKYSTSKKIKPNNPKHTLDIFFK
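50 nM final substrate added after 15 min RT preincubation of 10 nM Pol kappa with compound; fluorescence read at 0 and 10 min.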
POLB inh – blocks human DNA polymerase beta activity. AID 485314. Potency, µM (highest dose often 114 µM), inactives show at the top dose activity change, negative = inhibition, usual class: inhibitors. Pol beta primer extension/strand displacement, fluorescence kinetic. hit rate 1.3% among 340,000; further: potency means the concentration at half of the fitted maximal effect; on the % scale 0 is the no-effect control and ±100 the full control effect
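Values derive from four-parameter Hill fits of normalized kinetic data: reads at 0 and 10 min following addition of 50 nM substrate to 10 nM Pol beta preincubated 15 min with compound.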
LDHA block – blocks human lactate dehydrogenase A; activity change, % (values are at about 110 or 230 µM); P00338; hit rate 0.15% among 480,000; purified LDHA, NADH/diaphorase-resazurin fluorescence; hits give low values; in the data active means activity change below about -30%; inconclusive means mostly about -25% to -30%;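 further: plate controls were DMSO wells for no effect and wells without enzyme for full effect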
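Enzyme activity of human lactate dehydrogenase 5 (2 nM; 0.06 mM NADH, 0.2 mM pyruvate, 5 min, RT) is measured via a resazurin/diaphorase fluorescence readout of residual NADH.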
BLM helicase inh – Bloom syndrome helicase (human) inhibition; P54132; recombinant BLM DNA unwinding, fluorescence dequenching; Potency, µM (highest dose often 56.1 µM), for the others: at the top dose activity change, negative = inhibition, hits mostly inhibitors; hit rate 0.2% among 350,000; AID 2528;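 further: potency means the concentration at half of the fitted maximal effect; plate controls were vehicle for no effect and no enzyme for full effect; nearly all actives have a fitted effect of over 35% in size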
Apoferritin bind – binds horse apoferritin like a general anesthetic; AID 485281; Potency, µM (highest dose often 77.5 µM), for the others: at the top dose activity change, negative = displacement, most hits filed as inhibitors; P02791; hit rate 0.074% among 350,000; apoferritin/1-aminoanthracene competitive binding, fluorescence; further: potency means the concentration at half of the fitted maximal effect; on the % scale 0 is the no-effect control and ±100 the full control effect; nearly all actives have a fitted effect of over 20% in size
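10 uM apoferritin + 50% sat. 1-AMA, PBS; cpd 10 min RT; Ex380/Em535 endpoint; normalized to free probe vs complex; 4-param Hill fit; propofol titration as pos. ctrl.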
Pol iota inh – inhibitors of human DNA polymerase iota. Q9UNA4. Pol iota fluorescent replication assay, 10 min. Potency, µM (titrated, usually from 115 µM), inactives show top-dose activity, negative = inhibition, most hits filed as inhibitors. hit rate 1% among 390,000. AID 588590; further: potency means the concentration at half of the fitted maximal effect
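Fluorescent replication assay read twice, at 0 min and 10 min after adding 50 nM (final) substrate. Enzyme (10 nM) and compounds were first incubated 15 min at room temperature; enzyme-free buffer wells were negative controls.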
Glioma ERSR ind – inducers of ER stress response in human glioma cells; U87-MG GRP78 promoter luciferase reporter, 16 h; Potency, µM, inactives show at the top dose activation, hits mostly activators; hit rate 0.02% among 420,000; further: potency means the concentration at half of the fitted maximal effect; series mostly up to about 76 µM; % of control where 0% means no effect; nearly all actives have a fitted effect of over 35% in size
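ERSR induction read as luciferase luminescence (Bright-Glo, 10 min at room temperature) in stably transfected human U87-MG glioma cells exposed to compounds for 16 h, using GRP78 as sensor.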
* hit, by the source's call; ? = inconclusive; · = no result given; & = joins results of further samples; ! = not confirmed by another sample; [ ] = dose if it differs, or a comment. Unless noted, the call rests on the fitted dose curve; in most records, active means well fitted curve in the direction sought with a large enough effect; inconclusive means small, poorly fitted or top-dose-only effect, or another doubt; inactive means no such curve, though single readings can be large; an effect the other way counts as inactive or inconclusive. Some of the compounds tested; rates above refer to the full screens.

SMILES	Pol eta inh	APEX1 inh	POLK inh	POLB inh	LDHA block	BLM helicase inh	Apoferritin bind	Pol iota inh	Glioma ERSR ind
CC(=O)Nc1sc(C)c(C)c1C(=O)OCC(=O)N(CC(C)C)c1c(N)n(Cc2ccccc2)c(=O)[nH]c1=O	7%	11%	1%	·	-7	·	·	5%	-2%
CCOc1ccc(CN2CCN(Cc3cc4ccccc4o3)CC2CCO)cc1 (centres undefined)	-6%	-4%	-7%	-1%	-11	-3%	-20%	-14%	-5%
CN(C(=O)CSc1nnc(Nc2ccccc2)s1)C1CCS(=O)(=O)C1 (centres undefined)	-14%	-3%	3%	23%	-6	-4%	-2%	90%[activator]	5%
COc1ccc(CC(=O)Nc2ccc(/C(C)=N/NC(=O)c3cccc([N+](=O)[O-])c3)cc2)cc1	-2%	9%	-9%	5%	-7	-2%	-10%	4%	0%
Cc1cccc(C(=O)Nc2nnc(S(=O)(=O)N3CCC(C)CC3)s2)c1	79µM*!	37%	-7%&5%	-6%&6%	0&-6	-3%&-1%	?	-6%&9%	-2%&-2%
CC1CCCN(Cc2nc3c(c(=O)n(C)c(=O)n3C)n2CCc2ccccc2)C1 (centres undefined)	1%	5%	-8%	-22%	-4	2%	-5%	3%	-4%
COC(=O)c1ccccc1NC(=O)CNc1cc(OC)c(OC)cc1C	-18%	-2%	-21%	0%	0	-2%	8%	84%[activator]	-2%
COc1cccc(-n2nc(-c3ccnn3-c3cccc(Cl)c3)c(=O)n(C)c2=O)c1	-19%	-1%	4%	1%	-6	-1%	4%	24%	-2%
COc1ccc(NC(=O)C2CCCCN2S(=O)(=O)c2ccc(F)cc2)c(OC)c1 (centres undefined)	-2%	-9%	-3%	8%	0	-8%	?	-6%	-4%
Cc1cccc(-c2nc(-c3ccc4c(c3)[nH]c(=O)n4C)no2)c1	-3%	·	-3%[60.1 µM]	25%	-4	-2%	-7%	12%	0%
CSCCC(NS(=O)(=O)c1cccs1)C(=O)NCc1ccc(C)cc1 (centres undefined)	-1%	3%	-7%	10%	2	-8%	-1%	73%[activator]	-4%
CC(OC(=O)Cc1n[nH]c(=O)c2ccccc12)C(=O)Nc1cccc([N+](=O)[O-])c1 (centres undefined)	10%	13%	-18%	26%	-1	0%	-11%	160%[activator]	-1%
CC(C)Oc1ccc(C(=O)N2CC(=O)Nc3ccc(F)cc3C2c2ccc(F)cc2)cc1 (centres undefined)	-21%	·	-2%	0%	5	-6%	-8%	17%	-3%
COc1cc(CC(=O)OCC(=O)Nc2ncc(Cl)cc2Cl)cc(OC)c1OC	?	-1%	-23%	-13%	-1	-6%	-16%	?	-4%
CCC(=O)NCC(c1ccc2c(c1)OCO2)N1CCN(c2ccccc2)CC1 (centres undefined)	-17%	·	-1%[60.1 µM]	0%	0	2%	?	27%	-4%
CC(=O)Nc1ccc(NC=C(C#N)C#N)cc1	11%	1%	-6%	-11%	-10	-3%	5%	62%[activator]	-5%
CC(=O)/C(=N\Nc1ccccc1Cl)Sc1nnc(-c2ccccc2)n1-c1ccccc1	-14%	11%	-12%	?	-5	-11%	-13%	23%	-3%
O=C(NCc1ccco1)c1ccc(NC(=O)C2COc3ccccc3O2)cc1 (centres undefined)	?	0%	-4%	-9%	-11	-4%	-10%	17%	-4%
COC(=O)c1sc(N2CCN(Cc3ccccc3)CC2)nc1N	-3%	7%	-26%	36%	-8	-8%	-9%	21%	7%
Cc1cc(=O)[nH]c(Nc2cccc(Cl)c2C)n1	-6%	-6%	3%	24%	-3	-3%	-6%	56%[activator]	-2%
O=C(Cn1c(=O)c2c3c(sc2n(Cc2ccccc2)c1=O)CCCC3)NCCO	11%	45%	3%	11%	-4	-3%	-5%	-26%	-6%
CC(=O)c1cccc(NC(=O)C2C3C=CC(C4CC34)C2C(=O)O)c1 (centres undefined)	-3%	-1%	-25%	8%	-1	2%	-13%	-3%	3%
CN(C)CCNC(=O)/C(=C/c1ccc(-c2cccc([N+](=O)[O-])c2)o1)NC(=O)c1ccccc1	-3%	-1%	-7%	-13%	-7	38%[activator]	-15%	10%	-5%
CCCc1cc(NCCCN(C)C)n2c(nc3ccccc32)c1C#N	-24%	1%	-16%	3%	-8	-2%	342%[activator]	-9%	0%
CCOc1cc(C(=O)N[C@@H](C)C(=O)N2CCC3(CC2)NCCc2[nH]cnc23)cc(OCC)c1OCC	-4%	-15%	-1%	-17%	-1	1%	-2%	32%[activator]	4%
Cc1ccccc1-n1c(SCC(=O)Nc2ccccc2Cl)nc2n[nH]c(C)c2c1=N	-14%	63%[activator]	-8%	21%	-1	-6%	-18%	-9%	-4%
C[C@@H](NC(=O)c1nc[nH]c1C(=O)NCc1ccc(CNC(=O)OC(C)(C)C)cc1)c1ccccc1	-16%	-29%	-25%	·	-3	·	·	-13%	-4%
C=CCNC(=O)/C(=C\c1ccc(OC)cc1)NC(=O)c1ccc([N+](=O)[O-])cc1	-20%	0%	-4%	-1%	-6	-3%	-10%	94%[activator]	-2%
COc1ccc(C2/C=C\CN(S(=O)(=O)c3ccc(C)cc3)[C@H](Cc3ccccc3)C(=O)N2Cc2ccc(F)cc2)cc1 (some centres undefined)	-17%	1%	-1%	1%	-1	-5%	4%	5%	0%
Cc1ccccc1CNC(=O)C1CCCN(c2nnc(C)c3c(C)n(-c4ccccc4)nc23)C1 (centres undefined)	?	-13%	-11%	?	-2	0%	-11%	2%	-2%
CCCCCCOc1ccc(/C=N/NC(=O)C2CC2)cc1	-22%	-8%	-15%	15%	-4	-2%	-14%	65%[activator]	10%
Cc1noc(NS(=O)(=O)c2ccc(NC(=O)CSc3nc4c(cc3C#N)CCCCC4)cc2)c1C	-7%	-1%	-7%	10%	-19	0%	-17%	-1%	-5%
COc1ccccc1N1CCN(C(=O)Oc2ccccc2)CC1	-7%	21%	-7%	27%	3	-12%	-11%	?	0%
c1ccc(CCn2nnnc2CN2CCN(C3CCCC3)CC2)cc1	1%	-1%	-7%	9%	1	5%	14%	13%	-4%
Cc1ccc2c(c1)C(=O)C(=O)N2Cc1ccc(OCCC(C)C)cc1	?	·	-23%	2%	-22&0	-10%	7%	-21%	-5%
CC(c1ccon1)N(C)Cc1c(C(=O)N(C)Cc2ccccc2)nc2ccccn12 (centres undefined)	-10%	-1%	-2%	2%	-1	-1%	-10%	10%	-3%
COc1ccc(-c2oc3ncn4nc(Cc5ccccc5)nc4c3c2-c2ccc(OC)cc2)cc1	-6%	-14%	5%	0%	-7	-4%	0%	30%[activator]	-3%
CCOc1ccc(OCC)c(NC(=O)C2CCN(c3nn4c(=O)cc(C)nc4s3)CC2)c1	-12%	-4%	-4%	11%	0	0%	-10%	8%	-3%
Cc1cc(C(=O)NN)c(Cl)cc1Cl	-17%	3%	6%	3%	-1	-6%	-7%	18%	1%

Exported with two lines to a compound: 10 of the compounds above
Screens in order: Pol eta inh	APEX1 inh	POLK inh	POLB inh	LDHA block	BLM helicase inh	Apoferritin bind	Pol iota inh	Glioma ERSR ind
Cc1ccccc1CNC(=O)C1CCCN(c2nnc(C)c3c(C)n(-c4ccccc4)nc23)C1 (centres undefined)
    ?	-13%	-11%	?	-2	0%	-11%	2%	-2%
CCCCCCOc1ccc(/C=N/NC(=O)C2CC2)cc1
    -22%	-8%	-15%	15%	-4	-2%	-14%	65%[activator]	10%
Cc1noc(NS(=O)(=O)c2ccc(NC(=O)CSc3nc4c(cc3C#N)CCCCC4)cc2)c1C
    -7%	-1%	-7%	10%	-19	0%	-17%	-1%	-5%
COc1ccccc1N1CCN(C(=O)Oc2ccccc2)CC1
    -7%	21%	-7%	27%	3	-12%	-11%	?	0%
c1ccc(CCn2nnnc2CN2CCN(C3CCCC3)CC2)cc1
    1%	-1%	-7%	9%	1	5%	14%	13%	-4%
Cc1ccc2c(c1)C(=O)C(=O)N2Cc1ccc(OCCC(C)C)cc1
    ?	·	-23%	2%	-22&0	-10%	7%	-21%	-5%
CC(c1ccon1)N(C)Cc1c(C(=O)N(C)Cc2ccccc2)nc2ccccn12 (centres undefined)
    -10%	-1%	-2%	2%	-1	-1%	-10%	10%	-3%
COc1ccc(-c2oc3ncn4nc(Cc5ccccc5)nc4c3c2-c2ccc(OC)cc2)cc1
    -6%	-14%	5%	0%	-7	-4%	0%	30%[activator]	-3%
CCOc1ccc(OCC)c(NC(=O)C2CCN(c3nn4c(=O)cc(C)nc4s3)CC2)c1
    -12%	-4%	-4%	11%	0	0%	-10%	8%	-3%
Cc1cc(C(=O)NN)c(Cl)cc1Cl
    -17%	3%	6%	3%	-1	-6%	-7%	18%	1%
